# TbPYK inhibitor = qHTS of Trypanosoma Brucei Inhibitors. Potency, µM (doses to about 76.8 µM), without a hit: at the top dose activity, negative = inhibition, most hits filed as inhibitors. pyruvate kinase (Trypanosoma brucei), Q57TT1. hit rate 0.12% among 410,000. TbPYK enzyme, Kinase-Glo Plus ATP luminescence, 45 min; active = well fitted inhibition curve with a large enough effect; also: nearly all actives have a fitted effect of over 50% in size
#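 Readout: single end-point luminescence (Kinase-Glo Plus, 10 min). Reaction conditions were TbPYK/substrate plus 130 uM ADP, 45 min at RT, pH 7.2 TEA buffer. No-enzyme wells served as controls, and data were normalized before concentration-response fitting.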
# Starred values were filed as active, the others as inactive; [ ] = another dose, or the depositor's remark. % is scaled to controls: 0 for no effect and ±100 for the full control effect; potency is read from the fitted curve at half-maximal effect. Only part of the results is shown, so the mix of outcomes need not match the whole.
Compound,TbPYK inhibitor
Cc1nn(C(C)C(=O)NC2CCC(C)CC2)c(=O)c2cc3sccc3n12 (stereo unspecified),4%
COc1ccc(-c2noc(-c3ccc(N4CCN(C)CC4)c([N+](=O)[O-])c3)n2)cc1,0%
CCOC(=O)N(C)C[C@H]1OCc2cn(nn2)CCCC(=O)N([C@H](C)CO)C[C@@H]1C,-7%
Cc1c(C(=O)N2CCC(C)CC2)c(S(=O)(=O)NCc2ccc(Cl)cc2)c(C)n1C,1%
Cc1ccccc1CN1c2ccccc2-c2nc(SCC(=O)c3ccc(Cl)cc3)ncc2S1(=O)=O,-3%
Clc1ccc(-c2nc3ccc(Cl)cn3c2Cc2ccsc2)cc1,-3%
COc1ccc(C(=O)n2nc(N)c3cc4ccc(C)cc4nc32)cc1OC,-1%
CCCCCCCCN1C(=O)[C@H](CC(=O)N2CCCC2)C[C@@]2(C(=O)OCC)CCCC=C12,-9%
Cc1ccc2[nH]cc(C(c3ccccc3)c3ccc(Cl)s3)c2c1 (stereo unspecified),2%
CCCCN(CCCC)CC(O)Cn1cc(/C=C/C(=O)c2ccccc2)c2ccccc21 (stereo unspecified),3%
CCS(=O)(=O)c1nc2ccccc2n1CC(=O)Nc1ccccc1C(=O)OC,2%
CC1=C(C(=O)Nc2ccc(C)cc2C)C(c2ccccc2)n2ncc(C(=O)Nc3ccccc3)c2N1 (stereo unspecified),2%
CC(=O)c1cccc(NC(=O)C2Cc3c(-c4cccc(F)c4)ccnc3O2)c1 (stereo unspecified),6%
COc1ccc(-n2c(SCc3ccccc3F)nc3c([nH]c4ccccc43)c2=O)cc1,-1%
O=C(Nc1ccc2oc(-c3cccnc3)nc2c1)c1ccc(-c2ccc(Cl)cc2)o1,4%
O=C(Oc1ccccc1)c1ccccc1O,0%
COc1ccc(-c2cc(NC=O)c3ncc(-c4ccc(OC)c(OC)c4)n3c2)cc1,-7%
CCCNC(=O)c1cc(C2CCCN(C(=O)C3CCCCC3)C2)on1 (stereo unspecified),-1%
CC(=O)Nc1cc(-c2ccc(CO)cc2)cn2c(-c3ccc(F)cc3)cnc12,-12%
Cc1ccc(OCCn2nnc3sc4c(c3c2=O)CCC(C(C)(C)C)C4)cc1 (stereo unspecified),2%
O=C(Oc1ccccc1)N1CCC[C@@]2(CCN(c3ccccn3)C2)C1,0%
O=C(NCc1ccc(Cl)cc1)C1CCCN(c2ncnc3onc(-c4ccc(F)cc4)c23)C1 (stereo unspecified),1%
O=C(Nc1ccc(Cl)cc1)C1CCCN(S(=O)(=O)c2ccc3[nH]c(=O)ccc3c2)C1 (stereo unspecified),-7%
Cc1ccc2c(=O)cc(C(=O)Nc3sc4c(c3C(=O)NCc3ccccc3)CCCC4)oc2c1C,-4%
COC(=O)[C@]12CCCCC=C1N(CCC1=CCCCC1)C(=O)[C@H](CC(=O)NCc1cccs1)C2,7%
CCNC(=O)c1c(NC(=O)Cc2coc3ccc(CC)cc23)sc2c1CCCC2,-13%
CCc1ccc2occ(CC(=O)Nc3nnc(SC)s3)c2c1,-5%
CC1=C(C(=O)Nc2cccnc2)C(c2ccc(Cl)cc2)n2nc(-c3ccccc3)nc2N1 (stereo unspecified),-3%
COc1cc(C(O)c2nc(-c3cc4ccccc4o3)cs2)ccc1F (stereo unspecified),0%
CCn1c(C)c(C)c2cc(C(=O)NCCc3ccc(C)cc3)ccc21,-7%[15.4 µM]
COc1ccc(CNC(=O)c2sc3nc[nH]c(=O)c3c2C)cc1,-4%
O=c1[nH]c2ccccc2n1C1CCN(C(c2cc3ccccc3o2)c2nnnn2-c2ccc3c(c2)OCCO3)CC1 (stereo unspecified),5%
Cc1oc2ccc(O)c(CN3CCCCCC3)c2c1C(=O)Nc1cccc(Cl)c1C,1%
CNc1cc(C(=O)Nc2cccc(OCc3ccccc3)c2)ncn1,-11%
CC(C)CN(CC(C)C)c1nc(-c2ccc(Cl)cc2)nc2ccccc12,-2%
CSc1cccc(NC(=O)C2CC(=O)N(c3ccc4c(c3)OCCO4)C2)c1 (stereo unspecified),0%
COc1cccc(NC(=O)C(=O)NCC(c2ccc3c(c2)OCO3)N2CCOCC2)c1 (stereo unspecified),-7%
COc1ccc(CNC(=O)c2cc(Nc3ccc(OC)cc3OC)nc3ccccc23)cc1,3%
CC(=O)c1ccc(NC(=O)c2sc(-n3nc(C)c(CCC(C)C)c3C)nc2C)cc1,-1%
COc1ccc(Cl)c2sc(NC(=O)c3ccc(S(=O)(=O)N4CCOCC4)cc3)nc12,-4%
CCC1CN(C(=O)Nc2cc(C)cc(C)c2)c2ccccc2O1 (stereo unspecified),1%
CN(Cc1ccccc1)C(CNS(=O)(=O)c1ccccc1)c1ccccc1 (stereo unspecified),-10%
COc1ccc2nc(N3CCN(C(=O)c4ccco4)CC3)sc2c1,1%
CCCOC(=O)c1cccc(Nc2nc(CCC)cc(=O)[nH]2)c1,-2%
Cc1cccc(NC(=O)CCCn2nc(C)c3c(C)n(-c4ccccc4)nc3c2=O)c1C,-2%
CCc1ccc(NC(=O)Cn2nnc(C(=O)NCCc3ccccc3)c2N)cc1,2%
CCOC(=O)c1ccccc1NC(=O)N1CCC(CN2CCOCC2)CC1,1%
Cc1c(C(=O)N2CCC(C)(C(=O)NS(=O)(=O)C3CC3)C2)oc2ccccc12 (stereo unspecified),1%
CCN(C(=O)CCS(=O)(=O)c1cc2[nH]c(=O)c(=O)[nH]c2cc1C)c1ccccc1,2%[15.4 µM]
O=C(Cn1c2ncccc2c(=O)n1-c1ccccc1)Nc1ccc(Cl)cc1C(F)(F)F,0%

# Continuation:
Compound,TbPYK inhibitor
CCOc1ccc(N2CC(c3nc(-c4cc(OC)c(OC)c(OC)c4)no3)CC2=O)cc1 (stereo unspecified),0%
COc1cccc(NC(=O)c2cnc(SCC(=O)N3CCCc4ccccc43)n(C)c2=O)c1,6%
CN(C(=O)COC(=O)c1cccs1)c1ccccc1,-8%
C=CCNc1nc(NCCNC(C)=O)c2sc(-c3ccccc3)cc2n1,-7%
O=S(=O)(c1ccc(Cl)cc1)c1nc(-c2ccccc2)oc1N1CCN(c2ccccc2)CC1,-1%
COc1ccc(C(C)C)cc1S(=O)(=O)NCCc1c(C)[nH]c2ccc(C)cc12,-5%
CCOc1cc(C2CC(=O)Nc3cc4c(cc32)OCCO4)ccc1O (stereo unspecified),6%
COc1ccc(CCNC(=O)Nc2nnc([C@@H]3C[C@H](O)[C@@H](CO)O3)s2)cc1OC,4%
CC1(C(=O)NS(=O)(=O)c2ccc(F)cc2F)CCN1C(=O)c1ccc(C2CCCCC2)cc1 (stereo unspecified),-5%
CCOc1ccc(-n2c(=O)c3c4c(sc3n(Cc3cc(=O)n5cc(Cl)ccc5n3)c2=O)CCC4)cc1,2%
COc1cccc(NC(=O)C(=O)NCCc2csc3nc(-c4ccccc4C)nn23)c1,0%
COCCN1C(=O)COc2ccccc2C1C(=O)NC(C)(C)C (stereo unspecified),-1%
Cc1ccc(N2CCN(c3ncnc4onc(-c5ccc(F)cc5)c34)CC2)c(C)c1,1%
COc1ccc(OC)c(NC(=O)CSc2nc3ccccc3nc2N2CCCCC2)c1,0%
COc1cccc(C(=O)Nc2ccccc2-c2nc(-c3ccc(C)cc3)no2)c1,-5%
COc1ccc(OC)c(-c2nnc3n2N=C(c2ccc(OC)c(OCC4CC4)c2)CS3)c1,-23%
Cc1ccc(C)c(N(C)C(=O)CCNC(=O)Cn2cnc3ccccc3c2=O)c1,-3%
CN(CCCn1ccc(N)nc1=O)Cc1ccco1,3%
COc1ccc(N2CCN(C(CNC(=O)CC(C)C)c3ccc4c(c3)OCO4)CC2)cc1 (stereo unspecified),2%
CC1(C(=O)NS(=O)(=O)c2cccc(C#N)c2)CCN1C(=O)C/C=C/c1ccccc1 (stereo unspecified),-3%
c1ccc(-c2cc3nc(NCc4cccs4)ccn3n2)cc1,-2%
CCOC(=O)c1c(C)sc(-c2c(-c3cc(C)ccc3C)[nH]c3c2c(=O)[nH]c(=O)n3C)c1O,8%
Cc1ccc(C(=O)CSc2nc3cc(C(=O)NC4CCCC4)ccc3c(=O)n2CC2CCCO2)cc1 (stereo unspecified),2%
Cc1cc(=O)n(CC(=O)Nc2ccc([N+](=O)[O-])cc2)c(-n2nc(C)cc2C)n1,1%[15.4 µM]
Cn1cc(S(=O)(=O)c2cccc(Cl)c2)c(=O)c2cc(F)c(N3CCN(c4ccc(F)cc4)CC3)cc21,-5%
O=C(Nc1ccc(-c2nc3ccccc3s2)c(O)c1)c1ccc(Br)cc1,17%
Cc1ccc(CN2CCSc3ccc(C(=O)Nc4ccc(Cl)cc4)cc32)cc1,-1%
CCc1ccc2c(c1)NC(=O)C2(C)Cc1ccc(Cl)cc1 (stereo unspecified),-2%
CCOc1ccc(-n2c(-c3ccc(C)cc3)nc3c(cnn3-c3ccccc3)c2=O)cc1,-4%
Cc1cc(C)cc(NC(=O)N2CCC(N3CCCCC3)CC2)c1,-11%
CNc1cc(-c2c(OC)cccc2OC)ncn1,4%
CCCNC(=O)C1(C)CCCN(C(=O)COCc2ccccc2)C1 (stereo unspecified),3%
COc1ccc(C2=Nc3ccccc3NC(=O)C2N(CCCn2ccnc2)C(=O)c2cccc(S(C)(=O)=O)c2)cc1 (stereo unspecified),0%
Cc1nc2c(C(=O)NCc3ccccc3)c[nH]n2c(=O)c1Cc1ccccc1Cl,2%
CCCc1nc2ccccc2n2c(-c3ccccc3)c3c(=O)n(C)c(=O)n(C)c3c12,4%
COc1ccc(-n2c(=O)c(-c3cccs3)nc3cnc(Nc4cccc(OC)c4)nc32)cc1,-9%
O=C(c1csnn1)N1CCC2(CC1)CN(Cc1ccncc1)C2,5%
CCc1nc2ccc(C(=O)NCCCn3ccnc3)cn2c1N(CC)Cc1cccc(Br)c1,-5%
COc1ccc(-n2c(C)nc3cc(C(=O)NC4CCCC4)ccc32)cc1,-5%
O=C(NC1CCCCC1)c1cccc2c(-c3ccc(F)c(F)c3)coc12,4%
C[C@H](O)[C@@H]1C(=O)N2CCc3c([nH]c4ccccc34)[C@@H]2C[C@@H]1N(C)C(=O)Nc1cc(Cl)cc(Cl)c1,-4%
CCOc1ccc(C2c3c(oc4ccccc4c3=O)C(=O)N2c2nnc(C)s2)cc1OC (stereo unspecified),1%
Cc1cc(NC(=O)CSc2nc(-c3cccc(F)c3)nc3c2c(=O)n(C)c(=O)n3C)no1,-1%
COc1cccc(CNC(=O)C2CCCN(c3nn4cc(-c5ccc(C)cc5)nc4s3)C2)c1 (stereo unspecified),1%[15.4 µM]
Cc1cc(Cl)ccc1NC(=O)c1cccc(NC(=O)N2CCSc3ncccc32)c1,3%[15.4 µM]
CCN(CC(=O)Nc1ccc(OC)cc1)C(=O)C1CC(=O)N(Cc2ccccc2)C1 (stereo unspecified),-1%
C[C@H]1CN([C@@H](C)CO)C(=O)c2cc(C#CC3(O)CCCC3)cnc2O[C@H]1CN(C)C(=O)C1CC1,-5%
COc1ccc(CNC(=O)c2ccc3nc(CCc4ccccc4)oc3c2)c(OC)c1,-3%
COc1ccc(NC(=O)c2sc3nc4c(cc3c2N)CCCCCC4)cc1Cl,1%
Cc1oc2ccc(O)c(CN3CCOCC3)c2c1C(=O)Nc1cccc(Cl)c1C,2%

# (next part)
Compound,TbPYK inhibitor
Cc1ccc(C(=O)N2CCC(N3CCN(Cc4ccc(F)cc4)C(=O)C3=O)CC2)cc1,-1%
CCOC(=O)N1CCC2(CC1)OC(=O)C(C)=C2C(=O)NCc1ccccc1OC,-2%[15.4 µM]
CCN(CC(=O)Nc1ccc(OC)cc1)CC(=O)Nc1cccc(S(=O)(=O)N2CCOCC2)c1,-1%
COc1cccc(-n2c(=O)c3sc4ccccc4c3n(Cc3c(F)cccc3Cl)c2=O)c1,2%
O=C(C[C@H]1C[C@@H]2c3cc(NS(=O)(=O)c4ccccc4)ccc3O[C@@H]2[C@H](CO)O1)NC1CCCC1,-11%
COc1cccc(-n2cc(C(=O)Oc3ccc(F)cc3)c3ccccc3c2=O)c1,1%
Nc1[nH]c(C(=O)c2ccccc2)c(-c2cccc3ccccc23)c1C(=O)NCc1ccccc1,-2%
CCCOc1ccc(CNC(=O)c2ccc3c(c2)N(Cc2ccccc2)CCS3)cc1,6%
O=c1nc2sc3ccccc3n2c(=O)n1-c1ccc(Cl)c(Cl)c1,0%
CCc1ccccc1N(C)C(=O)Cc1c(C(=O)O)c(C)cn1C,-10%
O=C(Nc1cccc(C(F)(F)F)c1)c1ccc(-c2ccc(F)c(F)c2)c2ccoc12,4%
COc1ccccc1CCNC(=O)CSCC(=O)Nc1ccccc1F,-4%

# Screens from PubChem.
